# Compound activity (PubChem)
# Nrf2 inh = blocks Nrf2 signaling | A549 ARE-Fluc reporter, luciferase luminescence, 18-24 h | Potency, µM (titrated, usually from 46 µM), for the others: at the top dose activity change, negative = inhibition, actives largely listed as inhibitors | actives 2.1% (n = 360,000); further: potency means the concentration at half of the fitted maximal effect; on the % scale 0 is the no-effect control and ±100 the full control effect; nearly all actives have a fitted effect of over 60% in size
#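 In this cell-based qHTS, ARE-driven firefly luciferase in A549 cells reports Nrf2 activity; the luminescent signal after BugLite lysis is the measured value, with a prior CellTiter-Fluor read for cell health.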
# Nrf2 activator = activates Nrf2 signaling; actives 0.31% (n = 410,000); AID 624171; AREc32 ARE-luciferase reporter (MCF7-derived line), luminescence, 24 h; Potency, µM (highest dose often 46.1 µM), for the others: at the highest dose activation, hits mostly activators; further: potency means the concentration at half of the fitted maximal effect; % of control where 0% means no effect; nearly all actives have a fitted effect of over 65% in size
#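 Nrf2 activation is followed as ARE-luciferase induction in the AREc32 line after one day of compound treatment; luminescence is read with Steady-Glo.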
# A549 tox = A549 cytotoxicity, counter-screen for Nrf2 inhibitors. A549 ARE-Fluc cells, CellTiter-Fluor viability, 18-24 h. Potency, µM (titrated, usually from 46 µM), without a hit: at the top dose activity change, negative = cytotoxicity, actives largely listed as inhibitors. actives 0.16% (n = 390,000). AID 504648; further: potency means the concentration at half of the fitted maximal effect; on the % scale 0 is the no-effect control and ±100 the full control effect
#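 A549 ARE-Fluc cells in 5% FBS OPTI-MEM, 5000 cells/well, rested 2 h then exposed to compounds in concentration-response for 18-24 h at 37 °C. Viability by CellTiter-Fluor fluorescence (Ex 405/Em 525) after 30 min; luciferase luminescence (BugLite, 15 min, RT) read afterwards.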
# pAkt inh = Akt phosphorylation inhibition; Neuro2A IGF-stimulated pAkt S473 HTRF, 20 min; stronger effect = lower value; activity change, % for hits at 50 µM; actives 0.32% (n = 360,000); AID 651550; in the data active means activity change below about -80%; inconclusive means mostly about -51% to -80%; further: on the % scale 0 is the no-effect control and ±100 the full control effect
#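 Single-point screen (50 µM final compound) in Neuro2A cells stimulated 20 min with 6 nM IGF at 37 deg C. After lysis, Ser473-phosphorylated Akt read by HTRF (ex 330 nm, em 615/665 nm) as the 665/615 ratio.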
# HepG2 viability = HepG2 cytotoxicity, counter-screen for TGF-b inhibitors; HepG2 CAGA-GFP viability, ATP luminescence, 18 h; Potency, µM (titrated, usually from 46.1 µM), inactives show top-dose activity change, negative = cytotoxicity, actives largely listed as cytotoxic; actives 0.76% (n = 410,000); AID 588856; further: potency means the concentration at half of the fitted maximal effect; some results filed as inactive show a strong effect at the top dose
#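 HepG2 CAGA-GFP cells (1000/well, DMEM with 1% FBS) received compound, then TGF-beta at 500 pg/mL final, and were incubated 18 hours at 37 degrees C. Viability was read by CellTiter-Glo luminescence. Media-only wells were set as complete cell-killing and DMSO as no toxicity.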
# CCT chaperon mod = changes cytosolic chaperonin activity; purified chaperonin ATPase assay, HTRF ADP detection, 30 min; activity change, % (no concentration beside the values), hits read low; actives 0.3% (n = 360,000); AID 651819; in the data active means activity change below about -30%; further: on the % scale 0 is the no-effect control and ±100 the full control effect
#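 Nucleotide hydrolysis assay: TRiC at 20–40 nM final (set by batch activity) with 10 uM ATP, 30 min at 37 °C, in presence of 76 uM compound. Detection by competitive ADP HTRF, 30 min ambient.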
# MmCpn inh = inhibitors of Methanococcus maripaludis chaperonin (MmCpn); purified Mm-Cpn ATPase, ADP Transcreener TR-FRET; Potency, µM (doses to about 76.9 µM), for inactives: at the top dose activity, negative = inhibition, usual class: inhibitors; actives 0.031% (n = 330,000); AID 504842; further: potency means the concentration at half of the fitted maximal effect; on the % scale 0 is the no-effect control and ±100 the full control effect; nearly all actives have a fitted effect of over 80% in size
#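 25 nM Mm-CPN + cpd, 10 min 37°C; + 10 uM ATP, 30 min 37°C; buffer 30 mM Tris pH 7.4, 100 mM KCl, 5 mM MgCl2, 1 mM DTT; Transcreener ADP HTRF detection 30 min RT.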
# TGFb inhibitor = blocks TGF-b signaling. actives 1.2% (n = 410,000). Potency, µM (titrated, usually from 46.1 µM), for the others: at the highest dose activity, negative = inhibition, usual class: inhibitors. HepG2 CAGA-GFP TGF-b/SMAD3 reporter, GFP fluorescence, 18 h; TGF-beta stimulated, 500 pg/mL final. AID 588855; further: potency means the concentration at half of the fitted maximal effect; on the % scale 0 is the no-effect control and ±100 the full control effect; nearly all actives have a fitted effect of over 65% in size
#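 TGF-beta reporter screen: HEPG2 CAGA-GFP, 1% FBS, 500 pg/mL TGF-beta final, 18 h; per-cell GFP summed per well; curves fitted and categorized by class.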
# S2 tox = cell viability loss in ATXN counter-screen. actives 0.49% (n = 400,000). Potency, µM (highest dose often 56.7 µM), actives largely listed as cytotoxic. S2 cells (HEK-293 line with an ATXN2-luciferase reporter) viability, CellTiter-Fluor protease fluorescence, 24 h; further: potency means the concentration at half of the fitted maximal effect; nearly all actives have a fitted effect of over 40% in size
# Numbers without * were called inactive; i = inactive; ? = inconclusive; . = no result given; & = joins results of further samples; [ ] = remark or other dose. Unless noted, the call rests on the fitted dose curve; in most records, active means well fitted curve in the direction sought with a large enough effect; inconclusive means small, poorly fitted or top-dose-only effect, or another doubt; inactive means no such curve, though single readings can be large; an effect the other way counts as inactive or inconclusive.
SMILES,Nrf2 inh,Nrf2 activator,A549 tox,pAkt inh,HepG2 viability,CCT chaperon mod,MmCpn inh,TGFb inhibitor,S2 tox
CC(C)C[C@H]1CNC(=S)N1CC1CCCN1C[C@H](CC(C)C)N1C[C@H](CC(C)C)N(CC2CCCCCC2)C1=S (stereo partly specified),?,-0.1%,-7%,i,-12%,-3.2,.,-30%,i
CCOC(=O)c1ccc(N2CCN(c3cc(C)ccc3C)CC2)c(NC(=O)Nc2ccc(Cl)cc2)c1,.,-0.3%,-11%,.,-4%,.,.,-5%,.
O=c1[nH]nc(-c2ccc(F)cc2)cc1Cc1ccccn1,-24%,0.7%,-14%,i,1%,-0.2,1%,8%,i
CC(=O)c1ccc(C(=O)NC2CCCN(Cc3ccccc3F)C2)s1 (stereo unspecified),-4%,0.6%,0%,i,-3%,0.9,4%,4%,i
COc1ccc(CCC(=O)N2CCN(C3CCCCC3)CC2)cc1,-12%,-0.9%,-3%,i,-16%,-3.1,-3%,2%,?
CCC(C)NCCOc1cccc(Br)c1 (stereo unspecified),2%,-0.5%,1%,i,11%,-0.6,0%,0%,i
O=C(Nc1cccc2cccnc12)c1csc([C@@H]2O[C@H](CO)[C@H](O)[C@H](O)[C@H]2O)n1,.,0.2%,.,i,-7%,-0.1,.,18%,i
Cc1cc(=O)[nH]c2ccc(S(=O)(=O)NCc3ccccc3)cc12,-12%,4.1%,-5%,i,-4%,-1.0,-1%,3%,i
CCCCc1c(O)nc(SCC(=O)N2CCOCC2)[nH]c1=O,17%,-0.4%,-8%,i,-33%,-2.1,2%,-11%,?
COc1ccc(C(=O)Nc2cccc(C(=O)N3CCN(C)CC3)c2)cc1,.,-0.9%,-3%,i,4%,0.3,0%,-2%,i
Cn1c(Cc2ccccc2)nnc1SCC(=O)c1ccc(Br)s1,11%,-0.5%,4%,i,-7%,-0.9,-13%,2%,i
COc1ccc(OC)c(NC(=O)Nc2ccccc2C)c1,-4%,-0.5%,-3%,.,-18%,-2.0,-1%,-14%,i
Cc1ccccc1NC(=O)c1cn(-c2ccccc2)nc1-c1ccccc1,-1%&1%,5.5%&0.6%,8%&-12%,i,-38%&-18%,-0.3,1%,?,i
CCOC(=O)C1CCN(C(=O)c2sc3nc(-c4ccc(F)cc4)cn3c2C)CC1,-5%,4.0%,9%,i,-14%,-3.5,1%,0%,i
COc1cccc(NC(=S)/C(=C(\[O-])c2cc(C)n(-c3ccccc3F)c2C)[n+]2ccc(N(C)C)cc2)c1,13%,-1.4%,-10%,i,-42%,-3.1,-1%,?,?
O=C1NC(=O)C2(COC(c3ccncc3)OC2)S1 (stereo unspecified),7%,-0.6%,5%,i,0%,-4.7,2%,-12%,i
COc1ccc(/C=C2/C(=N)N3N=C(CC(=O)N4CCCC4)SC3=NC2=O)cc1,2%,-0.6%,-2%,i,-2%,-5.5,0%,-1%,i
Cc1ccc(S(=O)(=O)n2nc(OC(=O)c3cccc(F)c3)cc2N)cc1,-2%,0.0%,2%,i,-1%,-2.9,1%,10%,i
COc1ccccc1CC(=O)OC(C)C(=O)Nc1ccc(S(=O)(=O)N2CCCCC2)cc1 (stereo unspecified),?,-0.3%,3%,i,1%,0.6,0%,?,i
Nc1c(Cl)cc(-c2csc(NC(CO)c3nc4ccccc4n3CCOCCO)n2)cc1Cl (stereo unspecified),-8%,7.7%,-5%,i,-7%,-4.2,.,?,?
Cc1[nH]c2ccccc2c1C(=O)CN1CCCCC1C (stereo unspecified),1%,4.5%,-5%,i,5%,0.1,1%,-5%,i
S=c1[nH]c(-c2ccc(Br)cc2)cn1CCc1ccccc1,-8%,2.7%,-10%,i,12%,2.3,-28%,-18%,i
Cc1cc(C)n2nc(SCc3nnc(-c4cccs4)o3)nc2n1,11%,0.3%,3%,i,3%,2.4,2%,-5%,i
Cc1nc2ccc(NC(=O)CS(=O)(=O)c3ccc(F)cc3)cc2s1,9%,2.8%,6%,i,-38%,-2.6,1%,21%,i
COc1ccc(OC)c(CNC(=O)CCn2nc(C)c3c(C)n(-c4ccccc4)nc3c2=O)c1,5%,0.0%,16%,i,-5%,0.9,5%,-1%,i
CS(=O)(=O)NN1C(=O)c2ccccc2NC1c1cccs1 (stereo unspecified),?,-1.2%,0%,i,5%,-8.7,0%,15%,i
COc1ccc(C(=O)Nc2ccccc2C(=O)N2CCCCCC2)cc1OC,5%,-0.9%,0%,i,24%,-1.2,1%,1%,i
OCc1cccc(-c2cnc3c(Nc4cccc(OC(F)(F)C(F)F)c4)nccn23)c1,.,-2.3%,.,i,-54%,-1.0,.,?,?
Cc1ccc(-c2noc(CCCC(=O)Nc3cccnc3)n2)cc1,?,-1.9%,-5%,i,-27%,-3.2,2%,7%,?
Cc1cc(N2CCN(C)CC2)nc2ccc(NC(=O)CCC(=O)NCc3ccco3)cc12,6%,0.0%,20%,i,-13%,1.4,0%,8%,i
CCOC(=O)N1CCN(c2c(NCc3ccc(F)cc3)c(=O)c2=O)CC1,11%,-0.6%,-15%,i,3%,-2.7,1%,?,?
Brc1c(CSc2nncc3ccccc23)nc2ccccn12,8.2µM*,2.0%,-7%,i,-3%,-3.0,-2%,0%,i
COc1ccccc1CP(=O)(c1ccccc1)c1ccccc1,7%,-0.7%,-3%,i,-26%,-0.7,-1%,0%,i
C/C(=N\NC(=O)CCC(=O)NCc1ccccc1)c1ccco1,2%,4.4%,-4%,i,3%,1.1,0%,-22%,i
CS(=O)(=O)N1CCC(N2CCN(Cc3ccccc3)C(=O)C2=O)CC1,12%,-0.7%,-1%,.,5%,.,.,-2%,i
O=C(NC(=S)Nc1ccc(Oc2ccccc2)cc1)c1ccc(Cl)cc1,26µM*,0.6%,-20%,i,-13%,-4.4,0%,?,i
CCc1nc2ccc(C(=O)NC3CCN(Cc4ccccc4)CC3)cn2c1N(C)Cc1cccs1,.,0.5%[9.22 µM],.,i,-41%,-1.4,.,?,?
COc1ccc(N2CCN(C(=O)CNC(=O)Cn3c(C)cc4ccccc4c3=O)CC2)cc1,5%,0.0%,-12%,i,8%,1.5,-2%,10%,i
CCN(CC)C(=S)SCC(=O)c1c(C)[nH]c2ccccc12,-9%,2.0%,3%,i,-26%,2.1,0%,9%,i
Cc1cccc(-c2nc(CS(=O)CC(=O)NCCCSC3CCCCC3)c(C)o2)c1 (stereo unspecified),-10%,0.1%,.,i,-20%,0.3,-3%,-18%,i

# Arranged by number of heavy atoms (rising): some entries from above
SMILES,Nrf2 inh,Nrf2 activator,A549 tox,pAkt inh,HepG2 viability,CCT chaperon mod,MmCpn inh,TGFb inhibitor,S2 tox
C/C(=N\NC(=O)CCC(=O)NCc1ccccc1)c1ccco1,2%,4.4%,-4%,i,3%,1.1,0%,-22%,i
Cc1cccc(-c2nc(CS(=O)CC(=O)NCCCSC3CCCCC3)c(C)o2)c1 (stereo unspecified),-10%,0.1%,.,i,-20%,0.3,-3%,-18%,i
OCc1cccc(-c2cnc3c(Nc4cccc(OC(F)(F)C(F)F)c4)nccn23)c1,.,-2.3%,.,i,-54%,-1.0,.,?,?
Cc1cc(N2CCN(C)CC2)nc2ccc(NC(=O)CCC(=O)NCc3ccco3)cc12,6%,0.0%,20%,i,-13%,1.4,0%,8%,i

# Next part.
SMILES,Nrf2 inh,Nrf2 activator,A549 tox,pAkt inh,HepG2 viability,CCT chaperon mod,MmCpn inh,TGFb inhibitor,S2 tox
Cc1ccc(S(=O)(=O)N2CCOCC2)cc1C(=O)OCCOc1cccc(Cl)c1,?,0.4%,0%,i,8%,-1.4,-1%,2%,i
O=C(NCc1ccc(N2CCCC2=O)cc1)C1CCC(=O)N(Cc2ccccc2F)C1 (stereo unspecified),9%,-0.6%,0%,i,2%,-2.4,1%,13%,?
O=C(NNC(=O)c1ccccc1Cl)c1csc(N2CCOCC2)n1,9%,2.9%,-2%,i,-6%,-1.4,1%,0%,i
CCC1CCCCN1C(=O)N[C@@H](CCSC)C(=O)OC (stereo partly specified),14%,-0.8%,1%,i,3%,-0.7,0%,-5%,i
CCOC(=O)Cn1cc2c(c1-c1ccc(Cl)cc1)c(=O)n(C)c(=O)n2C,9%,0.3%,1%,.,-23%,.,.,0%,i
COC(=O)c1c(NC(=O)CSc2ncnc3c2cnn3-c2ccccc2Cl)sc2c1CCCC2,-6%,0.1%,-9%,i,-12%,-0.5,-11%,-4%,i
CC(NS(=O)(=O)c1ccc(Br)cc1)C(=O)Nc1nc2ccccc2[nH]1 (stereo unspecified),8%,0.3%,-6%,i,3%,0.8,1%,0%,i
COC(=O)c1c(NC(=O)/C=C/C(=O)O)sc(C)c1-c1ccc(C)c(C)c1,-6%,18µM*,-2%,i,-106%,-2.4,-1%,?,i
CCOC(=O)C1CN(S(=O)(=O)c2ccccc2)c2cc(S(=O)(=O)CC)ccc2O1 (stereo unspecified),6%,-0.2%,-3%,i,6%,3.6,1%,-23%,i
Cc1cccc(N(CC(=O)NCc2ccccc2)C(=O)Cn2nnc(-c3ccc(C)o3)n2)c1,.,-0.3%,-6%,.,7%,0.2,-2%,-18%,i
COC(=O)c1cn(NC(=O)c2cc(OC)c(OC)c(OC)c2)c(=O)c2ccccc12,?,-0.9%,3%,i,-11%,-1.2,1%,-2%,i
CN(Cc1ccccc1)CC(O)CN(C)Cc1ccccc1,0%,-0.3%,-4%,i,-5%,-0.8,.,0%,i
Cc1csc(CNC(=O)CC2C(=O)NCCN2Cc2ccc(F)cc2Cl)n1 (stereo unspecified),3%,0.0%,-3%,i,7%,-0.2,-5%,22%,?
COc1ccc(C2(O)CCN(C(=O)NC3CCCCC3)CC2)cc1,26%,0.2%,0%,.,-20%,0.9,0%,-2%,i
